M1 ag parental = counter-screen for M1 agonists: effect in parental CHO-K1 cells. Fluo-8 calcium fluorescence; scaled to maximal ATP response, vehicle zero. activation, % at 3 µM. 360,000 compounds, 0.48% hits. AID 602248, 2012; in the data active means activation above about 15%;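 further: untransfected CHO-K1 host cells lacking M1 receptor as counterscreen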
GPR7 antag = GPR7 receptor antagonists, primary screen, cell-based, fluorescence, single concentration. 290,000 compounds, 1.1% hits. GPR7-expressing cells, fluorescence antagonist assay. Neuropeptides B/W receptor type 1 (Homo sapiens), P48145. inhibition, % at 4.4 µM. AID 1861, 2009; in the data active means inhibition above about 16%, passing the limit was not always enough;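 further: cells stimulated with the agonist NPW; 0% = agonist with vehicle and 100% = vehicle without agonist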
Target sequence (P48145 whole entry, looked up): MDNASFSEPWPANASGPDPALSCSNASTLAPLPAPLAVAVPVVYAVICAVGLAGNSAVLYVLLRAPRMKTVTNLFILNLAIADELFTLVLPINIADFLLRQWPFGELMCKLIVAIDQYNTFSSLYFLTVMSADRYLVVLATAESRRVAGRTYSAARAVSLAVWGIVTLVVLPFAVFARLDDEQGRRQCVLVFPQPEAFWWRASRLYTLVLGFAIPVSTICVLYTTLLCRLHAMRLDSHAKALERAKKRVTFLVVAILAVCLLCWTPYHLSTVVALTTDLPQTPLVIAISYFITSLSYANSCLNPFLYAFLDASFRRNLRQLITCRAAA
TAAR1 antagonist = human TAAR1 antagonists, primary screen, Fluo-8 calcium fluorescence, CHO RD-HGA16 cells | 360,000 compounds, 1.5% hits | antagonist | Trace amine-associated receptor 1 (Homo sapiens), Q96RJ0 | inhibition, % at 3 µM;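 active means inhibition above a per-plate cutoff, the mean inhibition of test compounds on that plate plus 3 SD, cut at about 49% in these data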;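 further: 0% = DMSO plus EC80 beta-PEA response and 100% = DMSO alone without agonist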
Target sequence (Q96RJ0 whole entry, looked up): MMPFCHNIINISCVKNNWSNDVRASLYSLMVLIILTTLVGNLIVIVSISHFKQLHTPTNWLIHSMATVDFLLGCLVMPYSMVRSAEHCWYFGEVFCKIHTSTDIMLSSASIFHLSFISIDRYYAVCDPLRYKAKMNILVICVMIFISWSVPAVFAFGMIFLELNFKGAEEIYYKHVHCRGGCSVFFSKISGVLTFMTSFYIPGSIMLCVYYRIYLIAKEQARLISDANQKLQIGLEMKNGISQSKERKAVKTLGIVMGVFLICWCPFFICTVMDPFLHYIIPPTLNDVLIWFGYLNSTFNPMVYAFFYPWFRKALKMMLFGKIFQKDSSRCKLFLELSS
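Test system: CHO RD-HGA16 cells bearing hTAAR1 | Reagent: β-PEA, EC80 | Compound dosing: 3 µM, single point | Schedule: Dye loading 75 min at 37 °C, then 30 min room temperature | Signal: Calcium fluorescence with Fluo-8 | Evaluation: Percent inhibition of PEA-evoked calcium signal, max/basal emission ratio | Control set: DMSO-only wells and EC80 β-PEA-stimulated wells | Repeats: Singlicate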
CHO parental Ca = ATP-evoked calcium signal inhibitors, parental CHO, primary screen, counter-screen for OX1R antagonist project, cell-based, fluorescence, Fluo-8 calcium dye. inhibition, % at 5.6 µM. parental CHO-K1, ATP-induced calcium, Fluo-8 fluorescence. 330,000 compounds, 0.63% hits;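 active means inhibition above that plate's mean sample inhibition plus 3 SD, cut at about 26% in these data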;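 further: 0% = ATP-challenged DMSO wells and 100% = DMSO wells without ATP; some compounds past the cut are filed as inactive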
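test system = CHO parental line | reagent = ATP stimulus | measured by = intracellular calcium via Fluo-8 no-wash fluorescent dye | control set = ATP and no-ATP DMSO wells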
OXTR potentiate = human OXTR potentiators, primary screen, fluorescence, CHO-OTR cells, Fluo-8 calcium; Fluo-8 calcium fluorescence, potentiator mode; 0% = oxytocin EC15, 100% = EC100; activation, % at 3 µM; 320,000 compounds, 0.061% hits;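 active means activation above that plate's cutoff, the mean activation of tested compounds plus 3 SD, cut at about 6.6% in these data, passing the limit was not always enough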;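 further: 100% uses oxytocin at 75 nM as the full agonist control; some results filed as inactive read as strong as hits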
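System: human OTR in CHO cells; Also added: sub-maximal oxytocin, roughly EC15; Timing: compound 6 min at room temperature before oxytocin, 100 s read; Technique: Fluo-8 intracellular calcium fluorescence, ex 470-495, em 515-575 nm; Controls: oxytocin EC15 low and EC100 high; Replication: singlicate.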
V1aR counter = agonists of human V1a receptor, primary screen, counter-screen for OXTR agonist project, fluorescence, CHO-V1R cells; Vasopressin V1a receptor (Homo sapiens), P37288; Fluo-8 calcium fluorescence, agonist mode; 0% DMSO, 100% 3 nM vasopressin; activation, % at 3 µM; 320,000 compounds, 0.25% hits;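 active means activation above the mean activation of all tested compounds plus 3 SD, per screening run, cut at about 20% in these data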;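 further: signal is peak over basal fluorescence ratio across a 100 second FLIPR read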
Target sequence (P37288 whole entry, looked up): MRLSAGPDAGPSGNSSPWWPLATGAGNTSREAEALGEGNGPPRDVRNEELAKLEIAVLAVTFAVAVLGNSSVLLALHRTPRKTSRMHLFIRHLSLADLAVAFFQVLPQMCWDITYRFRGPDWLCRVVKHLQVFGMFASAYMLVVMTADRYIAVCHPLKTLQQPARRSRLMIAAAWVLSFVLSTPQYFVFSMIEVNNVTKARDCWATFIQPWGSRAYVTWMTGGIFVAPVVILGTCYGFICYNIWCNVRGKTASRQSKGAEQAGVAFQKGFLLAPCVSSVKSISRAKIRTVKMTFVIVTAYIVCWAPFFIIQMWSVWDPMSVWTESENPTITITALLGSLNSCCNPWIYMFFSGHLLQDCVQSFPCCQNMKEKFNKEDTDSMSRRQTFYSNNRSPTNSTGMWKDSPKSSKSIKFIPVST
OXTR agonist = human OXTR agonists, primary screen, fluorescence, CHO-OTR cells, Fluo-8 calcium; Oxytocin receptor (Homo sapiens), P30559; AID 2435, 2010; 320,000 compounds, 0.32% hits; activation, % at 3 µM; Fluo-8 calcium fluorescence; normalized: DMSO 0%, oxytocin 100%;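 active means activation above the mean of all tested compounds plus 3 SD, cutoff set per screening run, cut at about 20% in these data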;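 further: peak over basal fluorescence ratio from a 100 s FLIPR kinetic read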
CHO-K1 Ca antag = counter-screen for M1 antagonists: effect in parental CHO-K1 cells; AID 602250; inhibition, % at 3 µM; 360,000 compounds, 0.6% hits; ATP-induced calcium, Fluo-8 fluorescence;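 active means inhibition above a per-plate cutoff, the plate's mean sample inhibition plus 3 SD, cut at about 24% in these data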;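 further: 0% = DMSO plus EC80 ATP and 100% = DMSO alone without ATP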
M1 PAM parental = nonselective calcium activators in parental CHO-K1 cells, primary screen, counter-screen for M1 PAM project, cell-based, Fluo-8 calcium fluorescence, full deck, 1536-well. ATP EC20; 0% at ATP EC20, 100% at ATP max. activation, % at 3 µM. 360,000 compounds, 0.02% hits;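 active means activation above the run cutoff, the mean activation of all test compounds plus 3 SD, cut at about 40% in these data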;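 further: peak over basal fluorescence ratio in a 140 s read after ATP addition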
* marks the source's active call; other numbers are inactive results; / = not tested or not shown.

SMILES	M1 ag parental	GPR7 antag	TAAR1 antagonist	CHO parental Ca	OXTR potentiate	V1aR counter	OXTR agonist	CHO-K1 Ca antag	M1 PAM parental
Cc1cc(C(=O)OCC(=O)c2cccc([N+](=O)[O-])c2)c2ccccc2n1	0.8	-4	-12	-20	-4	0.2	0.3	6	-15
O=C1CS/C(=C\S(=O)(=O)c2ccc(Cl)cc2)N1	0.4	-3	-3	-9	-7	1.8	0.6	-15	15
O=c1c2ccccc2sn1-c1cc(S(=O)(=O)N2CCOCC2)ccc1N1CCCC1	5.1	-2	-6	-19	-7	6.5	6.2	-6	15
CCNC(=O)CC1C(=O)N(c2cccc(C)c2)C(=O)N1CCC(C)C (stereo unspecified)	3.6	-5	-33	-7	-7	-0.8	0.9	0	7
CCN(C[C@H]1N[C@@](Cc2ccccc2)(C(=O)OC)[C@H]2C(=O)N(C)C(=O)[C@@H]12)C(=O)NC(C)C	0.3	/	3	-19	-3	0.6	0.1	-7	18
Cc1cc(C)c(S(=O)(=O)N2CCN(C3CC(=O)N(c4ccccc4Cl)C3=O)CC2)c(C)c1 (stereo unspecified)	1.6	/	19	-11	-8	3.5	7.7	-4	-3
CC#CCN1c2ccccc2[C@]23C[C@@H](C(=O)OC)N(C(=O)NCCBr)C2=NC(C(=O)OC)=C(C(=O)OC)[C@H]13	0.0	/	-11	-14	2	0.6	-0.3	-1	-19
O=C(Cn1c(C(F)(F)F)nc2ccccc21)OCC(=O)c1c[nH]c2ccccc12	4.4	3	41	-3	-10	2.9	4.4	11	-1
COCCNS(=O)(=O)c1cc(F)ccc1OC	-0.1	22	-9	-3	-5	1.5	1.2	-7	8
CCc1ccc(OCC(=O)NC(=S)Nc2ccc(S(=O)(=O)NC3CCCCC3)cc2)cc1	0.2	1	34	-11	-16	1.3	2.3	11	-2
CC1(C)SC2c3ccccc3C(=O)N2[C@@H]1C(=O)NC1CC1 (stereo partly specified)	0.3	-2	-21	-10	9	0.7	1.1	-16	7
Cc1ccccc1OCC(=O)NNC=O	1.1	-9	-12	6	-5	-0.3	0.4	-10	18
CCCCOC(=O)Sc1nc2ccccc2o1	0.1	-4	-4	9	-2	0.1	-0.1	-3	7
Cc1ccc(C(=O)NCC(=O)N2CCN(c3cccc(Cl)c3)CC2)s1	0.3	/	-26	-19	2	3.8	1.2	5	-13
O=c1ccn(-c2cccc(C(F)(F)F)c2)nc1-c1ccn(-c2ccccc2F)n1	1.7	-10	13	-31	-17	-1.4	-2.5	-1	16
COc1cc(C)nc(Oc2ccc(=O)[nH]n2)n1	0.7	-6	-4	0	-6	0.3	0.3	-15	16
COC(=O)C(NC(C)=O)(Nc1ccccn1)C(F)(F)F (stereo unspecified)	-0.6	4	7	-7	-5	-0.8	1.9	2	-5
COC(=O)c1cccc(NC(=O)C2CCCN2C(=O)c2cccs2)c1 (stereo unspecified)	-0.1	/	-24	/	/	/	/	-7	6
Cc1ccccc1NC(=O)CCOc1ccccc1	-0.2	-4	-6	/	/	/	/	4	12
O=C(CSc1nnc(-c2ccccc2)n1-c1ccccc1)c1cccs1	1.3	-6	5	-25	-8	0.0	0.0	-2	4
O=C(Cn1cnc2c(nnn2-c2cccc(Cl)c2)c1=O)N1CCOCC1	-0.2	/	-8	3	-7	1.0	0.9	10	0
Cc1ccc(O)c(NC(=O)C2=CC(c3cccs3)=NS(=O)(=O)N2C)c1	3.5	4	39	0	-10	2.8	2.7	1	-6
Cc1ccc(-c2nn(-c3ccccc3)cc2/C=C/C(=O)Nc2nccs2)cc1	0.8	-5	46	-5	-6	2.6	2.7	7	7
CCc1nc2c(OCc3ccccc3C(=O)OC)cccn2c1N(C)C(=O)CC(C)C	0.8	/	1	/	/	/	/	-9	9
O=C(NCc1cc(Cl)cc(Cl)c1)c1ccc2nc([C@@H]3O[C@H](CO)[C@@H](O)[C@H]3O)[nH]c2c1	0.2	/	-17	/	/	/	/	3	-3
COc1ccc(N2CCN(C(=O)CCCCCn3c(=S)[nH]c4cc5c(cc4c3=O)OCO5)CC2)cc1	1.1	2	/	-24	1	0.8	-1.3	-5	14
Cn1c(=O)c2sccc2n2c(CCCC(=O)NCCc3ccc(S(N)(=O)=O)cc3)nnc12	2.0	-3	-14	1	-8	-0.3	-0.7	-16	19
O=S(=O)(NCC(c1cccnc1)N1CCOCC1)c1ccccc1 (stereo unspecified)	-0.1	-9	12	2	-9	0.3	0.7	12	-7
COc1cc(CN2CCN(CC#Cc3ccccc3)CC2CCO)cc(OC)c1 (stereo unspecified)	0.8	-2	-21	/	/	/	/	-8	6
O=[N+]([O-])c1cc(S(=O)(=O)Nc2ccccc2)ccc1Nc1ccccc1	2.5	/	16	/	/	/	/	-16	14

Fetched one by one from the list above:
SMILES	M1 ag parental	GPR7 antag	TAAR1 antagonist	CHO parental Ca	OXTR potentiate	V1aR counter	OXTR agonist	CHO-K1 Ca antag	M1 PAM parental
Cc1ccc(-c2nn(-c3ccccc3)cc2/C=C/C(=O)Nc2nccs2)cc1	0.8	-5	46	-5	-6	2.6	2.7	7	7
O=C(CSc1nnc(-c2ccccc2)n1-c1ccccc1)c1cccs1	1.3	-6	5	-25	-8	0.0	0.0	-2	4
O=C(Cn1cnc2c(nnn2-c2cccc(Cl)c2)c1=O)N1CCOCC1	-0.2	/	-8	3	-7	1.0	0.9	10	0
COC(=O)c1cccc(NC(=O)C2CCCN2C(=O)c2cccs2)c1 (stereo unspecified)	-0.1	/	-24	/	/	/	/	-7	6

(more compounds)
SMILES	M1 ag parental	GPR7 antag	TAAR1 antagonist	CHO parental Ca	OXTR potentiate	V1aR counter	OXTR agonist	CHO-K1 Ca antag	M1 PAM parental
CCC(Cc1ccccc1)NS(=O)(=O)c1ccc2c(c1)NC(=O)C(C)S2 (stereo unspecified)	5.7	-11	26	7	-14	2.2	-1.0	-23	14
CCOc1ccc(C(C)=O)cc1CSc1nnc(-c2ccoc2C)n1N	0.0	12	9	-22	9	-0.6	-1.8	-13	-10
Nc1nc(Cl)cc(N2CCOCC2)n1	-0.5	-7	-7	-17	-14	0.5	0.8	-1	-9
CCCNC(=S)Nc1c(C)n(C)n(-c2ccccc2)c1=O	-0.2	-14	-10	-11	-6	8.0	0.3	-9	-1
CSc1cc(N2CCOCC2)nc(-c2ccccc2Cl)n1	2.5	5	-4	-11	-5	2.1	-2.0	-17	25
O=C(O)c1cccc(O)c1O	0.5	/	-14	-1	-7	0.3	0.4	-4	13
COc1ccccc1N1CCN(C(=O)CN2C(=O)c3ccccc3C2=O)CC1	0.3	-10	10	-7	-1	0.2	0.3	17	0
O=C(CSc1nc(O)cc(=O)n1C1CCCC1)Nc1cccc(Cl)c1Cl	0.4	28*	-29	-5	-8	-0.3	0.8	-20	12
CS(=O)(=O)NCC(c1cccnc1)N1CCN(c2ccc(F)cc2)CC1 (stereo unspecified)	0.1	-7	1	/	/	/	/	-4	10
CC1CN(S(=O)(=O)c2ccc(F)cc2)CN1C(=O)N1CCOCC1 (stereo unspecified)	0.4	-8	-7	-14	2	0.9	-0.2	-6	3
O=C(COc1ncnc2ccccc12)NCc1ccco1	-0.3	-9	4	-6	-10	0.4	0.1	14	-14
CCc1noc(C)c1C(=O)N1CCN(S(=O)(=O)c2ccccc2C(F)(F)F)CC1	0.7	/	-21	-6	0	-0.3	-0.7	-8	6
O=C1[C@H]2[C@@H](c3ccc(C(F)(F)F)cc3)N[C@]3(CCCN(Cc4ccc(Br)cc4)C3=O)[C@H]2C(=O)N1Cc1ccccc1	1.8	/	-24	/	/	/	/	-4	5
O=C(O)c1ccccc1Nc1ccc([N+](=O)[O-])c2nonc12	-0.2	-5	/	14	-6	7.5	8.4	4	0
CN(C)Cc1ccccc1COc1ccccc1	0.3	1	-2	-13	-10	1.3	0.7	-7	17
CN(C)S(=O)(=O)c1ccc(N2CCCC2)c(C(=O)NCC(=O)Nc2ccc(F)c(F)c2)c1	-0.1	/	-3	-25	-13	-0.1	-1.4	6	-10
O=C(c1cnn2c(C(F)(F)F)cc(-c3cccs3)nc12)N1CCN(Cc2ccccc2)CC1	3.6	-9	59*	-35	-14	-1.6	-2.5	2	3
C[C@H](NS(=O)(=O)OCC(Cl)(Cl)Cl)C1CC1c1ccccc1 (stereo partly specified)	-0.7	2	20	-20	-6	-0.4	-1.5	-9	9
CCOC(=O)Cc1csc(NC(=O)CCCCCN2C(=O)c3ccccc3C2=O)n1	5.1	-10	10	-9	-15	3.1	3.0	3	0
COc1ccc(CCNC(=O)COC(=O)COc2ccc(C#N)cc2)cc1	0.8	-3	-11	-5	-2	2.8	0.3	-6	18
COc1cccc(-c2ccc(CN3C(C(C)C)C(=O)N(Cc4cn(CCC5OCCO5)nn4)CCS3(=O)=O)cc2)c1OC (stereo unspecified)	4.6	/	-7	/	/	/	/	-14	5
COc1ccc(/C=C/c2c(-c3ccc(OC)cc3)sc3ccc(N4CCOCC4)cc23)cc1	0.7	-6	/	-10	-9	0.4	-0.5	-12	8
COc1cc(OC)c(OC)cc1/C=N/NC(=O)c1cccc(S(=O)(=O)N2CCOCC2)c1	0.4	-9	-38	2	-8	0.0	-0.3	-2	-4
Cc1cccc(C)c1NC(=O)C1c2ccccc2OCC(=O)N1CCc1c[nH]c2ccccc12 (stereo unspecified)	1.3	/	1	/	/	/	/	-11	14
Cc1ccccc1NC(=O)C1CC(Cl)=CCC1C(=O)O (stereo unspecified)	0.0	-2	41	3	-7	-0.8	-0.7	-6	-3
O=C(COC(=O)c1ccc(F)c(S(=O)(=O)N2CCOCC2)c1)NC1CCCCC1	0.0	/	8	-9	2	0.3	-0.3	-23	17
Cc1ccc(NC(=O)CN2C(=O)CCS(=O)(=O)c3ccccc32)cc1Cl	1.7	21	7	-13	-15	13	16	-6	-17
COc1ccc(/C=C2/SC(=S)N(NS(=O)(=O)c3ccc(C)cc3)C2=O)cc1	0.7	-8	20	0	-8	3.2	0.4	-14	13
CCNC(=S)NCCN1CCCCC1	-0.3	-2	-3	-5	-9	0.3	0.1	-9	18
O=C(O)c1ccc(N/N=C/c2ccc(-c3ccc(Cl)cc3Cl)o2)cc1	-0.1	-5	7	9	-3	3.5	0.9	-4	14
O=C(CSc1nc2ncccc2[nH]1)NCc1ccco1	1.2	-13	-46	-4	-4	0.9	1.2	-7	0
